PostGolgi ctrl: growth of the yeast control strain, post-Golgi counter-screen; efflux-deficient yeast background strain, growth absorbance A615, 16 h; inhibition, % at 10 µM; 98,000 tested, 5% active
S1P2 ag: agonists of human S1P2 receptor. AID 729. 97,000 tested, 0.46% active. activation, % at 4.5 µM. S1P2-expressing cell line, agonist reporter read-out. O95136; in the data active means activation above about 16%;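 further: 0% = vehicle low control and 100% = maximal reference agonist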
Target sequence (O95136 whole entry, looked up): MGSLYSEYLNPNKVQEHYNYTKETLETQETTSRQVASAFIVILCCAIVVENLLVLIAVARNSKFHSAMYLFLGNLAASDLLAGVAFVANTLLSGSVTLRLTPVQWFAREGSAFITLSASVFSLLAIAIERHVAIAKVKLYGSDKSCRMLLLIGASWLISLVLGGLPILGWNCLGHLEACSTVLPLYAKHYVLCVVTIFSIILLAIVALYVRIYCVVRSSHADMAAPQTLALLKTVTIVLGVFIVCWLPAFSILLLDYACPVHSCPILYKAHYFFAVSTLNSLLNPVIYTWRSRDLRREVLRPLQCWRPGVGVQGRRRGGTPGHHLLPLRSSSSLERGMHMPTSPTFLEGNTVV
PostGolgi yeast: growth inhibition of a yeast mutant, post-Golgi transport screen; post-Golgi transport phenotypic cell assay; inhibition, % at 10 µM; 98,000 tested, 0.9% active; AID 739;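 further: yeast cells grown in 1536-well plates; yeast grown about 18 h at 30C before absorbance read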
Ecoli WT expand: E. coli BW25113 growth inhibition, expanded screen. OD600 absorbance. growth inhibition, % at 100 µM. 98,000 tested, 0.15% active. AID 710;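 active means growth inhibition above about 50% at one test dose, limit read from the data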;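 further: growth measured after 20 h incubation at 37 °C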
S1P2 blocker: blocks the human S1P2 receptor; cell-based S1P2 antagonist assay, inhibition at 5 uM; 97,000 tested, 0.21% active; inhibition, % at 5 µM; in the data active means inhibition above about 45%;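 further: CRE beta-lactamase reporter cells expressing human S1P2 stimulated with S1P; 0% = agonist at EC80 alone and 100% = agonist plus reference antagonist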
HUVEC inhibit: blocks proliferation of human endothelial cells. HUVEC proliferation, CellTiter-Glo luminescence, 72 h; stronger effect = lower value. AID 648. 86,000 tested, 1.1% active. viability, % at 10 µM (by protocol);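 active means viability at or below 30%; inactive means viability above 30%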;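 further: 100% = median luminescence of DMSO-only cell control wells on each plate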
DAT uptake mod: changed human dopamine transporter uptake under cocaine IC80. Q01959. LLC-PK1 hDAT cells, [14C]-dopamine uptake with cocaine IC80; actives deviate in either direction. B-score at 10 µM. 110,000 tested, 1.3% active. AID 449768;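 active means Z score or B-score, a plate-position-corrected score, falls beyond the plate's 99.7% confidence bounds, in either direction; inactive means both scores lie inside the 99.7% bounds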;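 further: scored against the spread of the other compound wells on the same plate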
Target sequence (Q01959 whole entry, looked up): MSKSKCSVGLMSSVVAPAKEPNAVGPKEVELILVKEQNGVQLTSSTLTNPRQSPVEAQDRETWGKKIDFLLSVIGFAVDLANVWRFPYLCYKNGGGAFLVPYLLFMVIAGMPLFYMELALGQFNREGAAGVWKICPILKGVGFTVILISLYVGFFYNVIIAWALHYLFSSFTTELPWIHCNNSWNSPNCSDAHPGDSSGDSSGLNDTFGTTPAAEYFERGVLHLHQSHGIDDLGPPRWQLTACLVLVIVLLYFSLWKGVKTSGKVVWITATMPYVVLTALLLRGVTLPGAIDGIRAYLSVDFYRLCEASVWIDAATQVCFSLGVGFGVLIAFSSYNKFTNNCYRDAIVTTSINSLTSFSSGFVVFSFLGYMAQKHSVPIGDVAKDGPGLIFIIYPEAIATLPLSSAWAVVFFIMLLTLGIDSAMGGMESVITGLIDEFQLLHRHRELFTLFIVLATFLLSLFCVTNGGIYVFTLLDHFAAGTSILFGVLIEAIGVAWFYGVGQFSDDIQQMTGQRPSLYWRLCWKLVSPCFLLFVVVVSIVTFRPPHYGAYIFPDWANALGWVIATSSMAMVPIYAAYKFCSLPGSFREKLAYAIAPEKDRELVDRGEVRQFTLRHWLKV
Fibroblast inh: blocks proliferation of human lung fibroblasts; LL 47 human lung fibroblast viability, ATP luminescence; stronger effect = lower value; viability, % at 10 µM; 85,000 tested, 1.1% active;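 active means viability at or below 50% in the single dose screen; inactive means viability above 50%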;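 further: compound exposure lasted 72 h before the ATP readout; 100% = median luminescence of untreated cell-only wells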
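material = human LL 47 lung fibroblast cells | dosing = compounds added from tenfold dosing solution, 0.1% DMSO final | timing = overnight cell rest, 72 h compound treatment at 37 °C | measured by = CellTiter-Glo luminescence measuring cellular ATP | evaluation = % viability versus median cells-only luminescence | control set = cell-only wells, no compound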
H69AR growth 86K: blocks growth of human H69AR lung tumor cells; H69AR lung tumor viability, ATP luminescence, 72 h; stronger effect = lower value; viability, % at 10 µM; 85,000 tested, 6% active;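 active means viability at or below 40%; inactive means viability above 40%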;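 further: multidrug resistant small cell line overexpressing MRP-1 efflux transporter; 100% = mean luminescence of untreated control wells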
The depositor's hits bear a star; . = not tested or not shown. Unless noted, no stated cut-off is given here; in the data, active means inhibition above about 30%; inactive means the rest.

The opening 4 compounds, to show the layout:
SMILES	PostGolgi ctrl	S1P2 ag	PostGolgi yeast	Ecoli WT expand	S1P2 blocker	HUVEC inhibit	DAT uptake mod	Fibroblast inh	H69AR growth 86K
COc1ccccc1-c1nnc(SCC(=O)N2CCOCC2)n1-c1ccccc1	0	-8	1	-6	5	92	-0.0096	94	82
N#Cc1ccc2ccn(CC(=O)NC3CCCCC3)c2c1	1	-1	7	-4	10	102	1.3	100	101
Cc1nc2ccccn2c1C(=O)CSc1ccc(Cl)cc1Cl	0	-1	-4	-6	-11	.	-0.82	.	.
Cc1c(NC(=O)/C=C/c2cccs2)c(=O)n(-c2ccccc2)n1C	28	-2	-5	1	-10	.	-0.86	.	.

The whole of this part, from the first entry:
SMILES	PostGolgi ctrl	S1P2 ag	PostGolgi yeast	Ecoli WT expand	S1P2 blocker	HUVEC inhibit	DAT uptake mod	Fibroblast inh	H69AR growth 86K
COc1ccccc1-c1nnc(SCC(=O)N2CCOCC2)n1-c1ccccc1	0	-8	1	-6	5	92	-0.0096	94	82
N#Cc1ccc2ccn(CC(=O)NC3CCCCC3)c2c1	1	-1	7	-4	10	102	1.3	100	101
Cc1nc2ccccn2c1C(=O)CSc1ccc(Cl)cc1Cl	0	-1	-4	-6	-11	.	-0.82	.	.
Cc1c(NC(=O)/C=C/c2cccs2)c(=O)n(-c2ccccc2)n1C	28	-2	-5	1	-10	.	-0.86	.	.
N#CC(C(=O)O)=C1CCCC1	3	-9	2	8	1	99	-0.92	105	97
COc1ccc(S(=O)(=O)Nc2ccc3ccccc3c2)cc1C	6	-7	1	0	-16	58	-0.14	84	41
COc1ccc(C(=O)n2cnc(N)n2)cc1	14	-2	-5	-1	20	95	0.045	103	91
Cc1ccc(NC(=O)C2(S(=O)(=O)c3ccc(C)cc3)CC2)cc1	7	-1	-10	0	-17	101	-0.034	99	89
CCn1c(SCc2nc3ccccc3[nH]2)nnc1-c1ccccc1OC	7	-4	5	-1	2	106	-0.12	102	99
O=C1C(=O)N(CCN2CCOCC2)C(c2ccccn2)/C1=C(/O)c1ccc(F)cc1 (configuration not stated)	4	-9	-10	4	13	91	-0.81	94	83
CCSc1cnn(-c2ccccc2)c(=O)c1SCC	5	-2	-5	2	-15	98	-0.83	103	84
N#Cc1c(NC(=O)COC(=O)C2CC3C=CC2C3)oc(-c2ccccc2)c1-c1ccccc1 (configuration not stated)	15	-7	7	-13	-4	106	-1.8	94	54
Cc1cc(C(=O)NN)c2cc(Br)ccc2n1	2	-4	9	0	-11	99	0.034	103	82
COc1ccc(NC(=O)c2cnc3sccn3c2=O)cc1	1	.	19	-16	.	97	-0.91	96	95
CC(c1cccs1)N(Cc1ccco1)C(=O)Nc1ccc(Cl)c(Cl)c1 (configuration not stated)	27	-10	-5	-12	-4	84	-0.36	95	64
CCOC(=O)c1sc(NC(=O)c2cccs2)nc1C	2	-6	-9	-4	20	.	0.87	.	.
Cc1ccc(NC(=O)c2ccccc2Cl)c(Cl)c1	7	-7	19	22	-1	.	-0.21	.	.
Clc1ccc(Cn2ncc3c(NCc4ccco4)ncnc32)c(Cl)c1	39*	-6	6	2	14	51	0.16	.	26*
CC(C)CCN1C(=O)c2ccc(C(=O)NCc3ccco3)cc2C1=O	11	1	-1	5	-9	82	0.072	88	85
CC(CNC(=O)C(C)C)NC(=O)C(C)C (configuration not stated)	3	-4	-4	-2	1	109	0.85	99	93
O=C(O)CN=C(NS(=O)(=O)c1ccc(Cl)cc1)c1ccccc1	-1	-5	1	3	2	95	0.21	103	97
Cc1cccc(C)c1OC1(c2ccccc2)OC(=O)c2ccccc21 (configuration not stated)	15	-4	-14	-6	14	.	0.23	.	.
O=C(O)c1n[nH]c2c1CCCC2	1	.	14	-12	.	112	-0.023	104	99
CCOc1ccc2[nH]c(=S)[nH]c2c1	2	-4	-11	8	2	89	-0.088	99	97
COc1ccc(CNC(=O)Cc2ccc(OC)c(S(=O)(=O)N3CCOCC3)c2)cc1	22	-2	1	-7	7	99	-0.5	.	97
COc1cccc2[nH]c3c(=O)n(CCN(C)C)cnc3c12	.	.	.	.	.	101	0.52	99	85
O=C(Cn1c(CN2CCCCC2)nc2ccccc2c1=O)NC1CCCCC1	3	-1	6	-4	-2	98	-0.0048	92	76
Cc1cc(C)c2c(=O)[nH]c(SCC(=O)NCc3ccccc3)nc2n1	-4	-1	-1	-8	-8	83	0.34	96	82
Cc1cc(C)nc(Nc2n[nH]c(-c3ccccc3Br)n2)n1	14	-1	1	1	-13	97	-0.2	96	82
CCOC(=O)N1CCC(NC(=O)CSCc2cnn(-c3ccccc3)c2-n2cccc2)CC1	3	-5	9	8	-2	.	3.2*	.	.
CCNC(=O)CC1C(=O)N(c2ccc(C)cc2)C(=O)N1CCc1ccc(OC)c(OC)c1 (configuration not stated)	-2	-4	5	-1	-22	119	-0.26	101	85
c1ccc(CNC2=NCCCCC2)cc1	3	-3	7	-2	2	103	1.5	106	77
COc1ccc(N2CCN(C(=O)Cc3ccc(-n4c(=O)[nH]c5ccccc5c4=O)cc3)CC2)cc1	2	-3	0	-8	3	86	-0.85	103	78
CCn1c(=NC(=O)CSC(C)=O)sc2cc(F)ccc21	-2	-1	-3	1	25	53	-1.3	97	28*
O=C(OCCN1CCOCC1)c1cccs1	8	-3	1	-11	-4	99	0.055	106	106
COc1ccc(Nc2nc(N3CCCCC3)nc(N3CCCCC3)n2)c(OC)c1	.	.	.	.	.	96	-1.2	94	86
CCN(CC)S(=O)(=O)c1cccc2cccnc12	9	-2	23	4	-30	104	0.97	100	109
CC(=O)Nc1ccc(NC2(C)C(=O)c3ccccc3C2=O)cc1	8	-5	-3	-5	8	107	-1.6	100	101
CCC(C)Sc1nc2c(cnn2-c2ccc(C)c(C)c2)c(=O)[nH]1 (configuration not stated)	1	4	7	-13	13	.	-0.52	.	.
COc1cccc(C(=O)NC2CCN(C(=O)N3CCCCC3)CC2)c1	-5	-10	17	-1	8	90	0.0066	99	100
CCc1nnc(NC(=O)C(=O)NCCOC(=O)c2ccccc2)s1	16	-4	-3	-13	1	.	0.14	.	.
O=C(Cn1cnc2ccccc2c1=O)Nc1nnc(SCc2ccccc2)s1	1	-2	-6	-11	17	.	0.31	.	.
Cc1c(C)n(C(=O)CN2CCN(c3ccccc3)CC2)c2ccccc12	2	-3	-4	-16	-2	109	-1.5	112	96
O=C(Nc1cccnc1)c1scc2c1OCCO2	3	-4	0	-9	1	97	-0.79	96	87
Cc1cc(NC(=O)CSC2=NCCS2)no1	30*	-4	-5	3	17	102	1.2	106	98
CCC1CCCCN1Cc1ccc(CNS(=O)(=O)c2ccc3c(c2)oc(=O)n3C)o1 (configuration not stated)	8	.	0	2	.	92	0.76	105	97
Cc1nc2sc(C(c3ccccc3)N3CCN(c4ccccc4F)CC3)c(O)n2n1 (configuration not stated)	3	-9	7	5	-9	95	-0.63	98	102
Nc1nnc(SCc2ccccc2F)n1-c1ccccc1	2	-4	-20	5	11	94	0.15	99	86
CC(CC(=O)c1cccs1)CC(=O)c1cccs1	18	-9	-4	8	15	.	-0.61	.	.
Cc1nn2c(NCCOCCO)c3c(nc2c1-c1ccccc1)CCCC3	11	-1	4	8	-18	75	1.1	94	47

3 entries already listed, arranged by SMILES length, highest first.
SMILES	PostGolgi ctrl	S1P2 ag	PostGolgi yeast	Ecoli WT expand	S1P2 blocker	HUVEC inhibit	DAT uptake mod	Fibroblast inh	H69AR growth 86K
Cc1c(C)n(C(=O)CN2CCN(c3ccccc3)CC2)c2ccccc12	2	-3	-4	-16	-2	109	-1.5	112	96
Cc1nn2c(NCCOCCO)c3c(nc2c1-c1ccccc1)CCCC3	11	-1	4	8	-18	75	1.1	94	47
CC(CC(=O)c1cccs1)CC(=O)c1cccs1	18	-9	-4	8	15	.	-0.61	.	.

(continued)
SMILES	PostGolgi ctrl	S1P2 ag	PostGolgi yeast	Ecoli WT expand	S1P2 blocker	HUVEC inhibit	DAT uptake mod	Fibroblast inh	H69AR growth 86K
O=C(Nc1ccccc1F)c1cc2nc(C(F)F)cc(C(F)F)n2n1	.	-2	.	.	-27	124	-0.67	99	88
CCCn1c(N2CCN(C)CC2)nc2c1c(=O)[nH]c(=O)n2C	.	-6	.	.	12	96	-0.46	90	93
COC(=O)c1[nH]c2ccccc2c1NC(=O)CN1CCCc2ccccc21	43*	-7	3	-12	-3	101	0.39	86	66
CCOc1ccccc1N1CCN(CC(O)COc2ccc3c(C)cc(=O)oc3c2)CC1 (configuration not stated)	-3	.	8	11	.	85	0.39	97	99
CCC(CC)NC(=O)Cc1ccccc1OC	1	1	2	5	28	86	-0.33	94	87
CN(c1cccc(NC(=O)CN2C(=O)c3ccccc3S2(=O)=O)c1)S(C)(=O)=O	33*	-5	6	2	5	.	0.36	.	.
O=C(Nc1ncccc1Cl)c1cccc(F)c1	4	-7	-1	-1	-16	108	0.13	103	87
CCOC(=O)CSc1nnc(CNC(=O)c2ccc(OC)cc2OC)n1-c1ccc(OC)cc1	1	-6	11	-16	11	99	-0.4	103	100
Cc1nn(-c2ccccc2)c(Cl)c1C(=O)NCC(C)C	1	-1	3	-5	-5	98	0.9	108	89
Cc1ccc(NC(=O)CCn2cnc3ccccc3c2=O)cc1Cl	-8	.	8	-2	.	.	0.33	.	.

Single entries from the results shown.
O=C(Nc1ncccc1Cl)c1cccc(F)c1 @ HUVEC inhibit: 108
COC(=O)c1[nH]c2ccccc2c1NC(=O)CN1CCCc2ccccc21 @ Ecoli WT expand: -12
CCC(CC)NC(=O)Cc1ccccc1OC @ Ecoli WT expand: 5

Further results.
SMILES	PostGolgi ctrl	S1P2 ag	PostGolgi yeast	Ecoli WT expand	S1P2 blocker	HUVEC inhibit	DAT uptake mod	Fibroblast inh	H69AR growth 86K
O=C(O)C1(P(=O)(c2ccccc2)c2ccccc2)CCC1	-4	.	6	2	.	92	0.52	99	94
Cc1cc(Nc2ccccc2)nn1C(=O)c1ccc(Cl)cc1	13	-4	0	-1	-6	93	.	94	89
Cc1ccc(CSC2=NCCN2C(=O)C2CC2)cc1	6	-9	-1	-2	-1	96	0.18	94	95
Cc1nc2cc(C(=O)O)ccc2s1	6	-7	1	-1	-8	101	0.083	97	99
Nc1nonc1C(=O)NCCNC(=O)c1ccccc1F	-3	0	6	-20	7	.	0.86	.	.
C(=N\n1cnnc1)/c1ccc(-c2ccccc2)cc1	-2	.	-9	3	.	42	-1.4	95	91
CCCCN(CC)CCNC(=O)c1[nH]c(C)c(C(C)=O)c1C	0	-4	6	-3	24	103	-0.6	90	101
CCOc1ccc(-n2cc(C(=O)Nc3ccc(Cl)cn3)c3cc(OC)c(OC)cc3c2=O)cc1	3	-2	3	-14	-5	83	-1.2	86	77
CCOc1ccc2c(c1)C(C)=CC(C)(C)N2C(=O)Nc1ccccc1	2	1	-4	-2	5	96	-0.79	100	89
O=C(c1cc(-c2cccnc2)nc2ccc(Br)cc12)N1CCN(c2ncccn2)CC1	13	.	8	-16	.	51	0.15	80	5.3*
CCCCOC(=O)Nc1ccccc1C(N)=O	3	.	2	13	.	84	-0.8	92	87
O=C(Oc1ccc2c(=O)c(Cl)coc2c1)c1ccncc1	-6	-1	-4	3	2	99	-0.16	98	95

From PubChem BioAssay
